Bioassay records: PubChem BioAssay, Sanford-Burnham Center for Chemical Genomics
Apaf-1 inh: human Apaf-1 inhibition; actives 0.71% (n = 330,000); reconstituted apoptosome caspase-3 activity, DEVD-Rh110 fluorescence; inhibition, % at 20 µM; active means inhibition of at least 40% at 20 µM;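 further: plate controls were DMSO wells for no effect and DEVD-CHO caspase inhibitor wells for full effect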
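Assay system: Apoptosome proteins | Medium: pH 7.5 Hepes buffer with CHAPS, BSA, DTT | Also added: Cytochrome c and DEVD-Rh110 substrate | Times: 30 min plus 50 min, RT | Detection: Rhodamine 110 fluorescence at Ex 480/Em 540 nm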
SENP6 inh: inhibitors of human SENP6 protease. AID 2599. Q9GZR1. Recombinant SENP6 catalytic domain, aminoluciferin luminescence. inhibition, % at 10 µM. actives 1.8% (n = 330,000);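 active means inhibition above about 50% at the single tested dose, limit read from the data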;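 further: plate controls were DMSO wells with enzyme for no effect and DMSO wells lacking enzyme for full effect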
Target sequence (Q9GZR1 628-1112 limits assumed): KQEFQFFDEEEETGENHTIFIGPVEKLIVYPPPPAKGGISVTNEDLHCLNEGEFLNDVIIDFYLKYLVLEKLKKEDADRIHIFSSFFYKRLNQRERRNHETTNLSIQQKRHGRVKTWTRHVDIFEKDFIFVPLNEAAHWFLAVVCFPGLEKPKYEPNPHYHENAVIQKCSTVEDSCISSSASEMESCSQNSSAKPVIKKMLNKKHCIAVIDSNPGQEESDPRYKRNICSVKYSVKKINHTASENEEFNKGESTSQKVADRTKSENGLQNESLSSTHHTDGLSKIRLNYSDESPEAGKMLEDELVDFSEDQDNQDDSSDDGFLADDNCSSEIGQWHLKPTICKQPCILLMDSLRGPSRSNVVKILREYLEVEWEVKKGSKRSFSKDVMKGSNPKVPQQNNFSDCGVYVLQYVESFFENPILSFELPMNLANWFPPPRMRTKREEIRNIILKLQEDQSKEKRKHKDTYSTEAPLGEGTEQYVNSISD
UBC13 inh: inhibitors of human UBC13 polyubiquitin chain formation; P61088; AID 485273; inhibition, % at 20 µM; TR-FRET; actives 0.47% (n = 330,000); in the data active means inhibition above about 45%, passing the limit was not always enough
Target sequence (P61088 whole entry, looked up): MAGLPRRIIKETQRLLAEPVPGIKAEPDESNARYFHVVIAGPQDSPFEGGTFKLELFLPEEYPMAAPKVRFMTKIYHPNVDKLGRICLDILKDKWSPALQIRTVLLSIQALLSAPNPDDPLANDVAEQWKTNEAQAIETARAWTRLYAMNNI
SENP8 block-1: blocks human SENP8 cleavage of Nedd8 substrate. Q96LD8. recombinant SENP8, Nedd8 substrate fluorescence. inhibition, % at 20 µM. actives 0.64% (n = 360,000). AID 602440; in the data active means inhibition mostly above about 40%, no sharp cut-off; inactive means mostly below about 27%
Target sequence (Q96LD8 whole entry, looked up): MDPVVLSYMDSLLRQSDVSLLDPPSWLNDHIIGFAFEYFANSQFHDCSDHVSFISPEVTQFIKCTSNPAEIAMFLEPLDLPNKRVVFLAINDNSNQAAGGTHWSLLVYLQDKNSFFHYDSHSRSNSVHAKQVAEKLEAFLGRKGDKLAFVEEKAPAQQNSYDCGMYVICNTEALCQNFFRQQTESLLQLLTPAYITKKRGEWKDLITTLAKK
SENP7 block: inhibitors of human SENP7 protease. recombinant SENP7, Z-RLRGG-aminoluciferin luminescence, 40 min. actives 1.5% (n = 330,000). inhibition, % at 5 µM. Q9BQF6;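 active means inhibition above about 50% at the single test dose, limit read from the data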;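 further: plate controls were DMSO with enzyme for no effect and no enzyme buffer wells for full effect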
SENP8 block-2: SENP8 protease inhibition. actives 1.2% (n = 330,000). purified SENP8, Z-RLRGG-aminoluciferin cleavage, luminescence. AID 2540. Q96LD8. inhibition, % at 10 µM; in the data active means inhibition above about 50%
SENP1 FRET inh: inhibitors of human SENP1 SUMO protease catalytic domain | Q9P0U3 | recombinant SENP1 catalytic domain, CyPet-SUMO1-YPet FRET cleavage | inhibition, % at 10 µM | actives 0.21% (n = 360,000);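 active means inhibition at least 30% at 10 µM, raw YFP signal under a set limit, fluorescence ratio 0.5 to 1.5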;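 further: 0% = enzyme with DMSO and 100% = no enzyme wells; some results filed as inactive read as strong as hits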
Target sequence (Q9P0U3 419-644 limits assumed): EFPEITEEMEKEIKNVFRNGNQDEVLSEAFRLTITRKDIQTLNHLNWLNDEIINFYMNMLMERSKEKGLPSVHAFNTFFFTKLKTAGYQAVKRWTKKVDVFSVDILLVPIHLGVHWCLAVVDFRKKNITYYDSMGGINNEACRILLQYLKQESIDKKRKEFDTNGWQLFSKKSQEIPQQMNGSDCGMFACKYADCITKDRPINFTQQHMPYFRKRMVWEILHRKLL
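material = recombinant human SENP1 catalytic domain, His6-tagged | quantity = 20 pM enzyme | reagent = 25 nM SUMO1 FRET substrate | compound dosing = 10 µM single point, 0.5% DMSO | timing = 50 min enzyme reaction, room temperature, light-protected | detection = FRET, CFP and YFP emission | control set = no-enzyme low, enzyme-DMSO high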
A3G deaminase: blocks human APOBEC3G single-stranded DNA deamination; Q9HC16; recombinant A3G, ssDNA deamination FAM/TAMRA fluorescence; inhibition, % at 20 µM; actives 0.28% (n = 330,000); AID 493012;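 active means inhibition of at least 40% at 20 µM, with no more than 30% in the related APOBEC3A deaminase screen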;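 further: plate controls were DMSO wells with A3G for no effect and wells lacking A3G enzyme for full effect; some compounds called inactive have numbers as strong as hits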
An asterisk follows results filed as active; i = inactive. An unsorted share of the library. About 3.6% of those tested had a hit in this group.

cpd | structure | Apaf-1 inh | SENP6 inh | UBC13 inh | SENP8 block-1 | SENP7 block | SENP8 block-2 | SENP1 FRET inh | A3G deaminase
1 | CCOc1ccc2c(c1)-c1c(ssc1=S)C(C)(C)N2C | 22 | -5 | -10 | 47* | -6 | -5 | 3 | -2
2 | O=C(COC(=O)c1ccc([N+](=O)[O-])cc1Cl)NCc1ccco1 | 1 | 6 | 0 | 21 | -1 | 1 | 1 | -2
3 | CCc1ccc(N(C(=O)c2snc(C(N)=O)c2N)C(C(=O)NCCC(C)C)c2c[nH]c3ccccc23)cc1 (configuration not stated) | 9 | -16 | 44 | -283 | 3 | 3 | -13 | -6
4 | Cc1ccc(C(=O)Nc2ccccc2-c2ccccc2)cc1[N+](=O)[O-] | 2 | -6 | -1 | 16 | 5 | 1 | 0 | -1
5 | Nc1ccccc1SSc1ccccc1N | -4 | 15 | -7 | 25 | 4 | -2 | -1 | 82*
6 | CN(C)S(=O)(=O)c1cccc(NC(=O)CSc2nncn2-c2ccccc2)c1 | 2 | 8 | 4 | 6 | 11 | -6 | 3 | 5
7 | CCCOC1(NC(=O)c2ccccc2)C(C)=CC(=O)C=C1C | 3 | -13 | -2 | 14 | 7 | 1 | 2 | 16
8 | COc1ccc(-c2nc(C(=O)O)cs2)cc1OC | 19 | -3 | -15 | -51 | -5 | -8 | 2 | -10
9 | O=C(Nc1nc(-c2ccccc2)cs1)C1COc2ccccc2O1 (configuration not stated) | 10 | -3 | 9 | 19 | 6 | -4 | 1 | -7
10 | CCC(=O)N/C(N)=N/c1nc(C)c2cc(C)c(C)cc2n1 | -15 | -17 | 9 | -13 | -11 | 0 | 3 | 0
11 | C/C(=N\Nc1cccc2cccnc12)c1ccc(N)cc1 | 4 | -4 | -2 | -6 | 7 | -3 | -42 | 58*
12 | COCCn1c(SCCOc2ccccc2)nc2ccccc2c1=O | 21 | -2 | 4 | 14 | -10 | -2 | 3 | -3
13 | NCCCCNCCCN | 13 | -16 | 20 | 4 | 8 | 0 | 1 | -3
14 | CC(C)C(=O)Nc1cc(=O)[nH]c2ncnn12 | -3 | -4 | -2 | 18 | 1 | -1 | 2 | 1
15 | CN(C)CCOc1ccc2c(c1)Sc1ccccc1CC2=O | 6 | 0 | -8 | -20 | 11 | 4 | -1 | 24
16 | CC(C)OC(=O)CSc1nc2ncccc2[nH]1 | 3 | -8 | 8 | 18 | 4 | -3 | -1 | 1
17 | COc1ccc(C(=O)NCCc2nc3cc([N+](=O)[O-])ccc3n2C)cc1 | -18 | -11 | -2 | 16 | -6 | -3 | 2 | -3
18 | CCc1cccc(C)c1NC(=O)CSc1nnc(Cc2csc(C)n2)o1 | 5 | 3 | 2 | 9 | -10 | -7 | 2 | -4
19 | CCOC(=O)C1=C(N)OC2=C(C(=O)CC(C)(C)C2)C1c1ccoc1 (configuration not stated) | -3 | -4 | -6 | 31 | 2 | 1 | -1 | -4
20 | CNC(=O)N(O)C1N(/N=C/c2c(F)cccc2Cl)C(=S)SC1(C)C (configuration not stated) | 6 | -7 | -6 | 25 | 6 | -9 | 11 | -5
21 | O=C(CCn1nc(-c2ccccc2)c2ccccc2c1=O)Nc1cccnc1 | -8 | -4 | 2 | 17 | -2 | 3 | 2 | -4
22 | CCOc1cccc(C2C(C#N)=C(N)Oc3cc(C)oc(=O)c32)c1OCC (configuration not stated) | 4 | -10 | -2 | 13 | 1 | 10 | -3 | -5
23 | CC1CCc2nn(CC(=O)NCCC3=CCCCC3)cc2C1 (configuration not stated) | 4 | -16 | 2 | -1 | -4 | -5 | 1 | -8
24 | CCN(CC(=O)NCCc1ccc(F)cc1)Cc1nc2ccccc2c(=O)[nH]1 | -8 | -10 | -15 | 0 | -8 | -6 | -4 | -3
25 | CCN1C(C#N)=C(C#N)N=C(C)CC1(C)C | -7 | -14 | 16 | 2 | 1 | -6 | -4 | -6

Next part
cpd | structure | Apaf-1 inh | SENP6 inh | UBC13 inh | SENP8 block-1 | SENP7 block | SENP8 block-2 | SENP1 FRET inh | A3G deaminase
26 | CCOC(=O)c1c(NC(=O)CN2CCOCC2)sc2c1CCCC2=O | 10 | -15 | 5 | 6 | -5 | -7 | -2 | -3
27 | COc1ccccc1NC=C1C(=O)OC(C)(C)OC1=O | -9 | -2 | -3 | -34 | 0 | 4 | 1 | -10
28 | O=C(OCCCCN1C(=O)c2ccccc2C1=O)c1n[nH]c2ccccc12 | 23 | 2 | -4 | 1 | 0 | 2 | 1 | -2
29 | Cc1ccc(C)c(OCC(=O)N/N=C/c2c(C)nn(-c3ccccc3)c2Cl)c1C | 26 | 1 | 5 | 18 | -3 | -7 | 1 | -9
30 | Fc1ccc(Nc2nc(-c3ccncc3)cs2)cc1 | 0 | -38 | -2 | -30 | -2 | -25 | 1 | -6
31 | Cc1ccc(C)c(NC(=S)N(Cc2ccco2)C(C)c2cccs2)c1 (configuration not stated) | -13 | -3 | -1 | 16 | 7 | 0 | 0 | -5
32 | O=C(Cn1cc([N+](=O)[O-])cn1)N1CCc2ccccc21 | -5 | -9 | 6 | 10 | -9 | -4 | 4 | -2
33 | Cc1ccn2c(C(=O)NN=C3CCN(C)CC3)c(C)nc2c1 | 2 | -30 | -12 | 2 | -1 | -2 | 0 | -3
34 | CCCc1nnc(SCC(=O)N2C(C)CCCC2C)n1CCCOC (configuration not stated) | 8 | -6 | -9 | 6 | 0 | 12 | 0 | -4
35 | COc1cccc(N(C(=O)CS(=O)CC(=O)Nc2ccc(F)cc2)C(C(=O)NC2CCCCC2)c2cccs2)c1 (configuration not stated) | 0 | -2 | -3 | 5 | 0 | -6 | 1 | -7
36 | NC(=O)C12CCCC(Br)(CCC1)C2 | -18 | 17 | 3 | 20 | 0 | 3 | 0 | -3
37 | C/C(Cl)=C/Cn1c(SCC(C)C)nc2c1c(=O)[nH]c(=O)n2C | 10 | -20 | -10 | 11 | 4 | -10 | 2 | -5
38 | O=P(O)(c1ccccc1)c1ccccc1O | -2 | -9 | 0 | 18 | 2 | 0 | -1 | -3
39 | Nc1nc(SCC(=O)Nc2ccc(Cl)cn2)n[nH]1 | -4 | -2 | 2 | 10 | -4 | 1 | -1 | -7
40 | O=C(Nc1ccn(Cc2c(F)c(F)cc(F)c2F)n1)c1cccc(Cn2cc([N+](=O)[O-])cn2)c1 | 5 | -1 | 5 | 14 | 7 | 2 | 1 | -1
41 | COc1ccc(-c2oc3ccccc3c2C(=O)OCc2ccccc2OC)cc1 | 17 | -16 | 28 | i | 3 | -8 | 1 | 5
42 | CCc1ccccc1NC(=O)COc1ccc2c(=O)c(Oc3cc(C)ccc3C)coc2c1 | 16 | -5 | -12 | 25 | -8 | -16 | 0 | -8
43 | COc1ccc(-n2nc([N+](=O)[O-])c(=NCCc3ccccc3)n2O)cc1 | -10 | 3 | -7 | 21 | 6 | 2 | 6 | -9
44 | CC(=O)N(Cc1cccs1)C1CCOC(C)(C)C1 (configuration not stated) | -9 | -15 | 2 | 7 | -4 | -6 | 3 | -6
45 | CCC(Oc1ccccc1)C(=O)Nc1ccccc1N1CCCCC1 (configuration not stated) | 18 | -12 | -2 | 0 | 6 | -13 | 0 | -10
46 | CCCCCOc1ccc(NC(=O)C2OC3OC(C)(C)OC3C3OC(C)(C)OC23)cc1 (configuration not stated) | -3 | -23 | 6 | 10 | 8 | 7 | 0 | -9
47 | CC[C@]12c3[nH]c4ccccc4c3CCN1C(=O)C(CC(=O)NCCCn1ccnc1)C[C@@H]2C(=O)N1CCN(C(=O)c2ccco2)CC1 (some centres not stated) | 11 | -9 | -2 | 8 | 0 | -8 | 1 | -8
48 | Cc1cc(=O)[nH]c(SCC(=O)NC2CCCc3ccccc32)n1 (configuration not stated) | -6 | 1 | 4 | 13 | 2 | 2 | 0 | -1
49 | COc1cc2ccccc2cc1C(=O)NCc1ccncc1 | 0 | -14 | -2 | -243 | 1 | -2 | 2 | 3
50 | Cc1n[nH]c(=S)n1/N=C/c1ccccc1OCc1ccc(Cl)cc1 | 7 | -10 | -21 | 16 | -1 | -3 | -3 | 10
51 | COC(=O)c1ccc(-n2ccnc2)cc1 | -15 | 12 | 2 | 3 | 11 | 0 | 1 | -3
52 | Cc1ccc(S(=O)(=O)N(C)C)cc1NC(=O)COC(=O)C1CC(=O)N(c2ccc3c(c2)OCCO3)C1 (configuration not stated) | 0 | 10 | -7 | 11 | -2 | 4 | 0 | 9

In another format: 15 of the compounds above.
33	Cc1ccn2c(C(=O)NN=C3CCN(C)CC3)c(C)nc2c1
34	CCCc1nnc(SCC(=O)N2C(C)CCCC2C)n1CCCOC (configuration not stated)
35	COc1cccc(N(C(=O)CS(=O)CC(=O)Nc2ccc(F)cc2)C(C(=O)NC2CCCCC2)c2cccs2)c1 (configuration not stated)
36	NC(=O)C12CCCC(Br)(CCC1)C2
37	C/C(Cl)=C/Cn1c(SCC(C)C)nc2c1c(=O)[nH]c(=O)n2C
38	O=P(O)(c1ccccc1)c1ccccc1O
39	Nc1nc(SCC(=O)Nc2ccc(Cl)cn2)n[nH]1
40	O=C(Nc1ccn(Cc2c(F)c(F)cc(F)c2F)n1)c1cccc(Cn2cc([N+](=O)[O-])cn2)c1
41	COc1ccc(-c2oc3ccccc3c2C(=O)OCc2ccccc2OC)cc1
42	CCc1ccccc1NC(=O)COc1ccc2c(=O)c(Oc3cc(C)ccc3C)coc2c1
screen / no. | 33 | 34 | 35 | 36 | 37 | 38 | 39 | 40 | 41 | 42
Apaf-1 inh | 2 | 8 | 0 | -18 | 10 | -2 | -4 | 5 | 17 | 16
SENP6 inh | -30 | -6 | -2 | 17 | -20 | -9 | -2 | -1 | -16 | -5
UBC13 inh | -12 | -9 | -3 | 3 | -10 | 0 | 2 | 5 | 28 | -12
SENP8 block-1 | 2 | 6 | 5 | 20 | 11 | 18 | 10 | 14 | i | 25
SENP7 block | -1 | 0 | 0 | 0 | 4 | 2 | -4 | 7 | 3 | -8
SENP8 block-2 | -2 | 12 | -6 | 3 | -10 | 0 | 1 | 2 | -8 | -16
SENP1 FRET inh | 0 | 0 | 1 | 0 | 2 | -1 | -1 | 1 | 1 | 0
A3G deaminase | -3 | -4 | -7 | -3 | -5 | -3 | -7 | -1 | 5 | -8

43	COc1ccc(-n2nc([N+](=O)[O-])c(=NCCc3ccccc3)n2O)cc1
44	CC(=O)N(Cc1cccs1)C1CCOC(C)(C)C1 (configuration not stated)
45	CCC(Oc1ccccc1)C(=O)Nc1ccccc1N1CCCCC1 (configuration not stated)
46	CCCCCOc1ccc(NC(=O)C2OC3OC(C)(C)OC3C3OC(C)(C)OC23)cc1 (configuration not stated)
47	CC[C@]12c3[nH]c4ccccc4c3CCN1C(=O)C(CC(=O)NCCCn1ccnc1)C[C@@H]2C(=O)N1CCN(C(=O)c2ccco2)CC1 (some centres not stated)
screen / no. | 43 | 44 | 45 | 46 | 47
Apaf-1 inh | -10 | -9 | 18 | -3 | 11
SENP6 inh | 3 | -15 | -12 | -23 | -9
UBC13 inh | -7 | 2 | -2 | 6 | -2
SENP8 block-1 | 21 | 7 | 0 | 10 | 8
SENP7 block | 6 | -4 | 6 | 8 | 0
SENP8 block-2 | 2 | -6 | -13 | 7 | -8
SENP1 FRET inh | 6 | 3 | 0 | 0 | 1
A3G deaminase | -9 | -6 | -10 | -9 | -8

Two records drawn at random from the list so far:
cpd | structure | Apaf-1 inh | SENP6 inh | UBC13 inh | SENP8 block-1 | SENP7 block | SENP8 block-2 | SENP1 FRET inh | A3G deaminase
37 | C/C(Cl)=C/Cn1c(SCC(C)C)nc2c1c(=O)[nH]c(=O)n2C | 10 | -20 | -10 | 11 | 4 | -10 | 2 | -5
40 | O=C(Nc1ccn(Cc2c(F)c(F)cc(F)c2F)n1)c1cccc(Cn2cc([N+](=O)[O-])cn2)c1 | 5 | -1 | 5 | 14 | 7 | 2 | 1 | -1
